# Source: PubChem (Broad Institute)
# EWS-Fli block: inhibitors of EWS/Fli oncoprotein transcriptional activity. AID 651661. 350,000 tested, 0.67% active. A673 NR0B1-luciferase reporter, viability-normalised. inhibition, % at 12.6 µM;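 active means mean inhibition of at least 50% after viability correction, with every replicate also passing that limit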;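 further: firefly luciferase signal divided by Alamar Blue viability fluorescence both relative to DMSO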
# ARNT TACC3 PPI: disrupts binding between human ARNT and TACC3 | inhibition, % at 9.99 µM | AlphaScreen His-ARNT PAS-B/GST-TACC3 binding, luminescence; TACC3 fragment carries E629A point mutation | AID 623870 | 390,000 tested, 0.66% active;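 active means mean inhibition of replicates at least 50% and at least half of replicates each reaching 50%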;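 further: 0% = complete ARNT plus TACC3 wells and 100% = ARNT alone without TACC3; many hits fall short of the cut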
# Casp6 inh: inhibitors of human caspase-6; inhibition, % at 12.5 µM; 350,000 tested, 0.53% active; P55212; purified caspase-6, Z-VEID-R110 cleavage fluorescence;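 active means mean inhibition across replicates at least about 35%, with every replicate also reaching that limit, limit read from the data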;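 further: 0% = median of neutral control wells and 100% = no fluorescence left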
# DENV2 CPE rescue: DENV2-induced cell death inhibition | DENV2-infected cells, cytopathic effect rescue, plate reader | CPE inhibition, % at 9.99 µM | 350,000 tested, 1.7% active; in the data active means CPE inhibition above about 20%, passing the limit was not always enough; tested in BHK-21 cells;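 further: 0% = median of neutral control wells and 100% = median of positive control wells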
# PAX8 inh HTS: lowers PAX8-driven luciferase in RMG-I cells; RMG-I TPO-luciferase reporter, SteadyGlo, 24 h; inhibition, % at 12.6 µM; 360,000 tested, 1.2% active; AID 652154;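 active means mean replicate inhibition at least 60% with every replicate also reaching 60%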;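 further: luciferase light reporting Pax8 driven TPO promoter activity; plate controls were median of neutral control wells for no effect and mitoxantrone controls for full effect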
# SIRT5 inh: blocks human SIRT5 desuccinylation of peptide. Purified SirT5, succinyl-peptide AMC, trypsin-coupled fluorescence. 330,000 tested, 1.1% active. Q9NXA8. inhibition, % at 15 µM; in the data active means inhibition above about 15%
# Target sequence (Q9NXA8 whole entry, looked up): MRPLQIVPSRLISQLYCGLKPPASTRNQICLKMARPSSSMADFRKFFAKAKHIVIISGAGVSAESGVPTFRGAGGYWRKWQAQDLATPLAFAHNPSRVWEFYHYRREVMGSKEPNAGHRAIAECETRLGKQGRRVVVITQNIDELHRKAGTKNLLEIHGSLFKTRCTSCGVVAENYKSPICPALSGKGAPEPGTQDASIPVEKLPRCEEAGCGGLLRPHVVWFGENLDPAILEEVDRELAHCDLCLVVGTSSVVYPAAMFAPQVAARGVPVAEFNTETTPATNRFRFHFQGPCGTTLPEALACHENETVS
# LGR2 antag: inhibitors of bursicon-induced Drosophila LGR2 receptor cAMP signaling | inhibition, % at 9.99 µM | HEK293 LGR2, CRE-luciferase, bursicon-stimulated, 4 h | 380,000 tested, 0.35% active | AID 720647;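 active means drop in luminescence signal, shown as inhibition above about 50% in the replicate tests, limit read from the data, passing the limit was not always enough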;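 further: agonist challenge used bursicon conditioned medium at about half maximal strength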
# * hit, by the source's call.
SMILES,EWS-Fli block,ARNT TACC3 PPI,Casp6 inh,DENV2 CPE rescue,PAX8 inh HTS,SIRT5 inh,LGR2 antag
O=C(C[C@H]1CC[C@H](NC(=O)CC2CC2)[C@@H](CO)O1)NCc1ccc(-c2ccccc2)cc1,-10,-11,-2,5,0,-1,-12
CC(Oc1ccc(Br)cc1)C(=O)NCC(c1ccco1)N1CCCCC1 (stereo not given),0,-31,-86,0,3,-2,-4
C[C@H]1CN([C@@H](C)CO)C(=O)c2cccc(NS(=O)(=O)c3ccccc3)c2O[C@H]1CN(C)Cc1ccc(C(=O)O)cc1,-6,-5,3,-1,-2,-4,-20
COCC(=O)N1C[C@@H]2[C@H](c3ccccc31)[C@H](CO)N2C(=O)Nc1ccccc1Cl,2,-1,0,27*,-11,0,7
Cc1ccccc1NC(=S)N1CCOCC1,-15,1,-2,1,8,0,31

# For reference, part of the list above.
SMILES,EWS-Fli block,ARNT TACC3 PPI,Casp6 inh,DENV2 CPE rescue,PAX8 inh HTS,SIRT5 inh,LGR2 antag
O=C(C[C@H]1CC[C@H](NC(=O)CC2CC2)[C@@H](CO)O1)NCc1ccc(-c2ccccc2)cc1,-10,-11,-2,5,0,-1,-12
CC(Oc1ccc(Br)cc1)C(=O)NCC(c1ccco1)N1CCCCC1 (stereo not given),0,-31,-86,0,3,-2,-4

# Single records, from the list above:
# COCC(=O)N1C[C@@H]2[C@H](c3ccccc31)[C@H](CO)N2C(=O)Nc1ccccc1Cl is entered as EWS-Fli block = 2; ARNT TACC3 PPI = -1; Casp6 inh = 0; DENV2 CPE rescue = 27*; PAX8 inh HTS = -11; SIRT5 inh = 0; LGR2 antag = 7
# O=C(C[C@H]1CC[C@H](NC(=O)CC2CC2)[C@@H](CO)O1)NCc1ccc(-c2ccccc2)cc1 is entered as EWS-Fli block = -10; ARNT TACC3 PPI = -11; Casp6 inh = -2; DENV2 CPE rescue = 5; PAX8 inh HTS = 0; SIRT5 inh = -1; LGR2 antag = -12
